Screening results deposited in PubChem by several laboratories.
L929 necroptosis: inhibitors of zVAD-triggered necroptosis, primary screen, L929 cells; L929 zVAD necroptosis rescue, ATP luminescence, 24 h; with zVAD 60 µM; viability rescue, % at 10 µM; hit rate 0.38% among 220,000; AID 1377, 2008;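 active = activation, scaled between plate controls, above about 75%, limit read from the data; inactive = activation under that limit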;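 also: 0% = zVAD with DMSO and 100% = DMSO alone without zVAD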
Cl transport mod: KCC2 cotransporter modulators, thallium flux, primary screen, cell-based, HEK293 KCC2, FluoZin-2 fluorescence, MLSMR | B-score of Tl+ flux slope (higher = more flux/activation; lower = inhibition) at 10 µM | Solute carrier family 12 member 5 (Homo sapiens), Q9H2X9 | KCC2 cells, thallium flux FluoZin-2 fluorescence | hit rate 2.2% among 190,000 | AID 1456, 2008;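 active = thallium flux slope and its plate-corrected score both differing from the plate sample mean at a set confidence after two filtering rounds, in either direction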;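 also: slope of fluorescence scaled to starting intensity during 10 to 20 s after thallium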
Rad51 HR inh: human RAD51 strand exchange inhibitors, primary screen, biochemical, fluorescence; hRad51 DNA strand exchange, fluorescence dequenching; inhibition, % at 10 µM; hit rate 0.085% among 200,000;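 active = inhibition above 40% at the single screening dose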;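 also: 0% = DMSO control wells and 100% = blanks with heterologous ssDNA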
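Material: human Rad51–ssDNA filaments; Probe or stimulus: labelled 47-mer dsDNA for strand exchange; Doses: single 10 µM dose; Incubation: 37 °C 15-min filament assembly, 30-min compound preincubation, 15-min exchange; Technique: FRET fluorescence dequenching, excitation 485 nm, emission 520 nm; Measure: Fluorescence-based percent inhibition, control- and blank-normalised; Benchmarks: plate control and blank wells.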
Calpain2 inh: inhibitors of pig calpain II, primary screen, biochemical, fluorogenic peptide substrate, 1536-well | AID 1236, 2008 | purified calpain II, 30 min | inhibition, % at 16 µM | hit rate 0.37% among 220,000;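 active = inhibition above about 50%, limit read from the data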
PERK inh: block of dimerizer-induced PERK translation repression, primary screen, PERK inhibitor project, CHO PERK-DD cells, SEAP luminescence, HTS. hit rate 0.17% among 220,000. AID 1416, 2008. Eukaryotic translation initiation factor 2-alpha kinase 3 (Homo sapiens), Q9NZJ5. CHO PERK-DD fusion, SEAP luminescence translation reporter. inhibition, % at 5.6 µM;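 active = inhibition above the mean inhibition of all tested compounds plus 3 SD, set separately per screening campaign, cut at about 2.9% in these data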;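 also: PERK kinase domain activated by AP20187 dimerizer at 100 nM; 0% = DMSO with dimerizer and 100% = rapamycin at 8.4 µM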
eIF4E-4G inh: eIF4E–eIF4G protein interaction inhibitors, primary screen, biochemical, uHTS, TR-FRET, eIF4GI fragment; Eukaryotic translation initiation factor 4E (Mus musculus) + Eukaryotic translation …; AID 782, 2007; TR-FRET eIF4E-eIF4GI(517-606) binding, 2 h; inhibition, % at 21.7 µM; hit rate 0.37% among 220,000;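 active = inhibition above about 30%, limit read from the data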;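 also: 0% = full FRET control wells and 100% = background wells lacking eIF4GI fragment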
MDM2 E3 inh: MDM2-luciferase reporter signal enhancers, primary screen, MDM2 E3 ligase inhibitor project, cell-based, luminescence, 1536-well; E3 ubiquitin-protein ligase Mdm2 (Homo sapiens), Q00987; cell-based MDM2 ubiquitination luciferase reporter, 2 h; 0 = plate control, 100 = twice control, blank-subtracted; signal enhancement, % at 5 µM; hit rate 0.11% among 210,000;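 active = signal enhancement of 30% or more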;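 also: luminescence tracks abundance of the self-degrading MDM2-luciferase fusion protein; higher signal means inhibition of MDM2 E3 ligase activity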
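Test system: mammalian cells stably expressing self-ubiquitinating, self-degrading MDM2 E3–luciferase fusion; Amount: 2000 cells in each well; Medium: DMEM; Schedule: 4 h settle plus 2 h compound, 37 °C; Technique: SteadyLite luciferase luminescence after 15 min room-temperature reagent incubation; Benchmarks: plate control and blank wells.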
EBV gp42 inh: Epstein-Barr virus gp42 inhibitors, primary screen, biochemical, uHTS, fluorescence polarization. Glycoprotein 42 (Epstein-Barr virus (strain AG876)), Q1HVG2. hit rate 0.42% among 220,000. AID 1085, 2008. Fluorescence polarization binding assay, mP read-out. inhibition, % (tested at 21.74 µM); in the data active = inhibition above about 50%
TNF necrop inh: inhibitors of TNF-alpha triggered necroptosis, primary screen, cell-based, Jurkat FADD-/-, single concentration. Jurkat FADD-/- TNF necroptosis rescue, ATP luminescence, 24 h; 0 = TNF only, 100 = no-TNF cells. activation (protection from cell death), % at 10 µM. hit rate 0.068% among 220,000;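 active = activation, meaning protection from cell death, of at least 50% relative to plate controls; inactive = activation below 50%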;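 also: necroptosis triggered by 40 ng/mL TNF-alpha added together with compound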
Active calls of the source: *; . = not tested or not shown; [ ] = dose if it differs, or a comment.

SMILES	L929 necroptosis	Cl transport mod	Rad51 HR inh	Calpain2 inh	PERK inh	eIF4E-4G inh	MDM2 E3 inh	EBV gp42 inh	TNF necrop inh
COc1ccc(CC2(CO)CCN(Cc3cccc(OC)c3OC)CC2)cc1	-1.1	0.0752	17.3	-17.9	-0.5	5.8	-1.1	-11.8	2.4
CN(C)c1nc(NCc2ccccc2)nc(N/N=C/c2ccc(Br)cc2)n1	-0.8	1.72	-47.6	-3.6	-0.2	-2.6	-21.9	5.3	1.3
Oc1ccc(/C=N/Nc2cc(N3CCCC3)nc(N3CCCC3)n2)cc1O	2.4	-0.446	-3.7	-61.7	0.5	17.8	-5.3	-7.9	-1.3
Cc1ccc(C(=O)NNC(=O)C2CCN(Cc3ccccc3)CC2)cc1	-0.3	.	-3.7	25.4	0.3	11.5	-2.6	-14.5	-3.2
Cc1cc(Br)cn2cc(C(=O)O)nc12	1.1	0.923	19.7	6.8	0.5	-0.1	-7.8	-2.5	1.2
Cc1ncc(CN2CCN(Cc3ccc(F)cc3)C(CCO)C2)s1 (centres undefined)	0.4	-0.0592	8.1	3.1	-0.2	-2.0	-6.3	0.2	0.3
O=C(CSCc1cccc(Br)c1)NC1CC1	-0.8	0.896	-4.9	17.6	-0.5	-5.5[fluorescence artefact?]	-9.4	1.8	2.7
COc1cccc(Cn2c(NCc3ccccn3)nc3c2c(=O)n(C)c(=O)n3C)c1	-0.3	-0.433	.	.	-1.3	.	.	.	-2.0
COCCn1c(=O)[nH]c2cc(C(=O)OC)ccc2c1=O	0.3	1.3	-3.1	-72.5	0.3	7.2	-23.6	-9.8	-0.5
Cc1cccc(NC(=S)N=Nc2c(O)n(C)c3ccc(S(=O)(=O)N4CCOCC4)cc23)c1	.	10.5*	.	-41.4	-0.5	3.1	4.5	-3.1	-2.7
COC(=O)c1ccccc1NC(=S)NC(=O)C1CCCCC1	0.4	0.777	.	0.6	0.0	-13.8	-9.9	-0.1	1.3
O=C(Nc1ccccc1)c1cc([N+](=O)[O-])ccc1NC1CCCCC1	2.4	0.502	-2.5	-18.0	0.9	0.7	-3.8	-9.5	3.7

Next section; it opens with the 2 that closed the last part.
SMILES	L929 necroptosis	Cl transport mod	Rad51 HR inh	Calpain2 inh	PERK inh	eIF4E-4G inh	MDM2 E3 inh	EBV gp42 inh	TNF necrop inh
COC(=O)c1ccccc1NC(=S)NC(=O)C1CCCCC1	0.4	0.777	.	0.6	0.0	-13.8	-9.9	-0.1	1.3
O=C(Nc1ccccc1)c1cc([N+](=O)[O-])ccc1NC1CCCCC1	2.4	0.502	-2.5	-18.0	0.9	0.7	-3.8	-9.5	3.7
CC(C)c1ccc2oc3nc(N)c(C(=O)O)cc3c(=O)c2c1	.	-1.61	-10.2	-355.5	1.4	8.2	.	-8.7	.
COc1ccc(CCNC(=O)C2CCN(C(=O)c3ccc([N+](=O)[O-])cc3)CC2)cc1	-0.1	0.158	12.9	0.8	-0.3	-0.3	-7.8	-7.5	0.6
Cc1ccc(C)c(NS(=O)(=O)c2ccc(OCC(=O)N3CCCC3)cc2)c1	0.6	0.5	6.8	13.1	0.0	-3.1[fluorescence artefact?]	-15.7	6.0	-0.1
Cc1[nH]c2ccccc2c1C(=O)CSc1n[nH]c(N)n1	-0.4	-0.445	-6.8	7.2	0.1	-3.2	-90.2	3.3	-0.3
CC(=O)Nc1ccc(/C=N/NC(=S)NC(C)C)cc1	7.0	0.591	0.6	23.4	0.6	-3.2	12.2	0.7	6.0
COc1cccc(NC(=O)c2ccccc2NS(C)(=O)=O)c1	0.1	-0.402	4.2	-21.1	1.5	4.0[fluorescence artefact?]	3.4	-0.4	-1.6
CCN(CC)S(=O)(=O)c1ccc2[nH]c(=O)cc(C(=O)Nc3cccc(C(C)=O)c3)c2c1	4.6	-0.0309	6.2	-53.2	0.2	-3.0	-3.8	-9.0	0.4
CC1CCN(C2=NC(=O)/C(=C/c3cn(-c4ccccc4)nc3-c3cccc(S(=O)(=O)N(C)C)c3)S2)CC1	12.0	.	9.1	-158.7	-0.1	-1.0	-16.4	-24.6	0.6
O=C(NNc1ccccn1)C(c1ccccc1)c1ccccc1	0.3	-0.315	9.9	-18.9	0.4	-4.2	-12.9	-12.6	-0.8
Cc1cccn2c(CN(C)CC3CCCCO3)c(C(=O)N3CCCCC3)nc12 (centres undefined)	-1.1	-0.378	.	14.7	-0.3	-1.2	-23.0	6.3	-1.6
O=C(O)c1cnc(-c2ccccc2)nc1Sc1cccc(Cl)c1	0.5	.	-7.9	-52.6	0.5	3.2	-12.1	0.4	-3.4
CSc1cc(-c2ccccc2)[nH]c(=O)c1C#N	0.0	0.093	-15.5	-62.1	2.2	-0.3	-4.9	-1.4	0.8
CC(=C/c1ccco1)/C=N/NC(=O)c1nnn(-c2nonc2N)c1CN(C)C	2.4	-0.933	-1.1	-13.9	0.4	-2.8	-5.2	3.0	1.7
Cn1nc(C(C)(C)C)c([N+](=O)[O-])c1C(=O)NCCO	0.3	-1.44	5.3	-6.0	1.3	0.2	-6.8	-14.5	0.5
Nc1nnc(SCc2cc3c(cc2Cl)OCO3)s1	0.2	0.292	0.5	8.5	0.5	-1.9	12.0	-17.2	-2.6
CCOC(=O)Cc1nnc(NC(=O)c2ccccc2OCC)s1	4.8	-0.396	3.8	-7.2	-1.2	-6.8	-2.5	-0.8	1.8
COCCOc1cc(NC(=O)c2cccc(OC)c2)c(Cl)cc1Cl	-1.3	0.972	-10.4	44.0	-0.3	-0.4	-3.7	-6.4	0.3
Cc1ccc2c(c1)CCCN2C(=O)c1cccs1	-0.7	-0.554	-4.4	4.5	1.9	-1.3	0.2	-14.9	-2.1
COCCC(=O)NNS(=O)(=O)c1ccc(Cl)cc1	0.5	-0.854	.	0.5	0.6	-3.8	1.4	-12.7	2.4
COc1cccc(C(=O)NC2CCN(CC(=O)Nc3c(C)cc(C)cc3C)CC2)c1	3.7	-0.12	-0.2	-19.1	-0.1	-0.2	-1.3	-11.5	0.1
O=C(CSc1nc(-c2ccc(F)cc2)nc2c1Cc1ccccc1O2)Nc1ccc(C(=O)O)cc1	2.3	3.32*	-2.8	79.2*	-0.4	62.1*	-4.0	74.3*	-0.4
CC1=C(C(=O)OCC2CCCO2)C(c2ccc(C)cc2)C2=C(CC(C)(C)CC2=O)N1 (centres undefined)	-1.1	0.608	-0.8	-89.3	-0.3	1.6	-1.1	-1.3	0.5
CCn1ncc(CN2CCCC(C(=O)c3cccc(OC(C)C)c3)C2)c1C (centres undefined)	0.2	.	12.7	-24.3	1.0	-1.8	-13.5	-12.5	0.5
CC(NC(=O)C(=O)N/N=C\c1cccc([N+](=O)[O-])c1)c1ccccc1 (centres undefined)	-2.2	0.579	-3.1	13.9	1.1	-0.9	-39.4	-5.2	-1.0
COc1ccc(OC)c(-c2cc(C(=O)Nc3sc4c(c3C#N)CCC(C)C4)c3ccccc3n2)c1 (centres undefined)	0.6	0.985	0.8	-138.1	-1.0	1.7[fluorescence artefact?]	-15.0	-15.5	-1.2
CCCCCN1C=CC(=C2C(=O)c3ccccc3C2=O)C=C1	16.9	.	.	14.5	-0.1	3.4	-90.0	-23.6	-4.1
Cn1cc(S(=O)(=O)CC(=O)N2CCCc3ccccc32)c2ccccc21	0.0	.	0.3	4.1	0.3	1.4	-12.6	-9.8	0.0
CSc1ccc(-c2nnn(Cc3ccccn3)n2)cc1	-0.9	.	8.3	-35.2	-0.3	-4.2	-10.1	-2.8	3.4
CCCCc1c(C)nc2cc(-c3ccco3)[nH]n2c1=O	2.6	4.46*	-1.2	-31.3	1.0	1.9	-5.3	-8.7	-2.1
Cc1cccc(NC(=O)CCC(=O)N/N=C/c2ccncc2)c1	0.1	0.279	24.2	15.4	0.6	7.9[fluorescence artefact?]	3.9	-3.8	0.7
Cc1ccc(/C=C/C(=O)N2CCN(c3cccc(C(F)(F)F)c3)CC2)cc1	0.8	0	0.9	12.1	1.7	0.5	-15.7	-5.6	1.7
COC(=O)[C@@H](NC(=O)NCc1cccc(OC)c1)C(C)C	0.2	0.281	3.0	-57.6	1.1	-2.4	-11.1	-3.4	-1.5
CCOC(=O)c1[nH]c2ccc(C)cc2c1N=C(C)N(C)C	-0.3	0.0566	11.7	-2.2	-0.3	-0.7	-5.3	-24.6	-0.3
Cc1cc(C)c(OCC(=O)N/N=C/c2ccco2)c(C)c1	0.7	0.875	-6.4	-13.1	-0.1	-0.1[fluorescence artefact?]	-26.1	-4.9	1.1
O=C(NC1=NCCS1)C12CC3CC(C1)CC(C(=O)NC1=NCCS1)(C3)C2	0.4	1.78	-2.2	16.4	0.0	1.9	-8.9	13.1	-5.2
CN(C)C(=O)COc1ccc2ccc(=O)oc2c1	0.1	-0.196	8.9	-33.0	1.4	-1.0	3.1	-7.0	-1.8

Some entries already given, showing only L929 necroptosis.
| structure | L929 necroptosis |
| --- | --- |
| Cc1cc(C)c(OCC(=O)N/N=C/c2ccco2)c(C)c1 | 0.7 |
| O=C(NC1=NCCS1)C12CC3CC(C1)CC(C(=O)NC1=NCCS1)(C3)C2 | 0.4 |
| CN(C)C(=O)COc1ccc2ccc(=O)oc2c1 | 0.1 |

Next part:
SMILES	L929 necroptosis	Cl transport mod	Rad51 HR inh	Calpain2 inh	PERK inh	eIF4E-4G inh	MDM2 E3 inh	EBV gp42 inh	TNF necrop inh
COC(=O)c1cc(Br)c(=O)n(Cc2ccco2)c1	-0.3	-1.45	13.2	-26.4	0.1	-6.0[fluorescence artefact?]	-17.6	-9.7	-0.1
Cc1noc(C)c1S(=O)(=O)N1CCCC(C(=O)N2CCN(C3CCCCC3)CC2)C1 (centres undefined)	0.7	1.04	.	-20.4	0.5	1.8[fluorescence artefact?]	-4.8	-5.9	-1.1
Cc1cc2nc(-c3ccc(SCc4ccc(C#N)cc4)nc3)[nH]c2cc1C	2.9	0.761	4.4	-18.6	-0.3	-3.5	-22.9	-38.1	0.8
COCCNC(=O)C(c1cccc(OC)c1)N(Cc1cccs1)C(=O)Cn1nnc2ccccc21 (centres undefined)	0.6	-0.619	9.3	6.3	-0.2	-0.9	-6.6	-6.3	-0.6
